High-throughput results from PubChem.
MITF TRPM1 HTS = activators of MITF-driven TRPM1 promoter activity in SK-MEL-5 cells. SK-MEL-5 TRPM1-promoter luciferase, 24 h; % of positive control, neutral wells = 0. activation, % at 12.5 µM. 300,000 tested, 0.75% active. AID 588334;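 active = mean activation of at least 80% with every replicate also reaching 80%; inconclusive = mean reaches 80% but some replicate falls short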;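 note: 0% = neutral control wells and 100% = parthenolide positive control wells; values of inactives mirror those of a sister screen read the other way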
SR-BI HDL uptake = blocks mouse SR-BI lipid uptake from DiI-HDL. 320,000 tested, 0.96% active. ldlA[mSR-BI] CHO cells, DiI-HDL uptake fluorescence, 3 h. inhibition, % at 12.5 µM. Q61009;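 active = mean replicate inhibition of at least 70% and a set share of replicates each scoring 70 or more; inconclusive = meets just one of the two criteria; inactive = fails both criteria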;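 note: 0% = median of neutral control wells and 100% = median of positive control wells; values of inactives mirror those of a sister screen read the other way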
Target sequence (Q61009 whole entry, looked up): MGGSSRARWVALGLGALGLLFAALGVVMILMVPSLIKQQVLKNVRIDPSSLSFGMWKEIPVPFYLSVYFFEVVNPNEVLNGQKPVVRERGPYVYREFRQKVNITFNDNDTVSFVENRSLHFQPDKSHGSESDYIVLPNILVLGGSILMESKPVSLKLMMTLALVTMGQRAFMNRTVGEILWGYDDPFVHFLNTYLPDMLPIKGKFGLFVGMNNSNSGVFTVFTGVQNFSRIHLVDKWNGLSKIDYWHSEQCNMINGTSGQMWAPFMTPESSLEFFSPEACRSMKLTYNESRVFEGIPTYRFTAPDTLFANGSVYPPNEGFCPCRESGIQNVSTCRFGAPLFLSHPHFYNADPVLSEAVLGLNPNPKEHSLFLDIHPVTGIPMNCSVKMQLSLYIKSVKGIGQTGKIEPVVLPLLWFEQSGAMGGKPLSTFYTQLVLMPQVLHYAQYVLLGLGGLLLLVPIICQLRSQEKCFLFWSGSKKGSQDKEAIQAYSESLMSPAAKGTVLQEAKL
E coli growth = reduces bacterial viability in AddAB counter-screen; E. coli V3065 growth, OD600 absorbance, 18 h; inhibition, % at 11.9 µM; 330,000 tested, 0.27% active; AID 449728;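 active = inhibition above the campaign's mean inhibition across all tested compounds plus 3 SD, cut at about 9.9% in these data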;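 note: uninfected addAB+ strain grown without phage in ampicillin broth; 0% = DMSO wells and 100% = ciprofloxacin 0.95 µg/ml wells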
CAL PDZ FP-1 = inhibitors of human CAL PDZ peptide binding; purified CAL PDZ, TMR-peptide fluorescence polarization, 1 h; inhibition, % at 24.9 µM; 300,000 tested, 0.92% active; AID 602252;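 active = mean inhibition of at least 30% with at least half of replicates also reaching 30%; inconclusive = no clear call, values can overlap the other calls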;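 note: 0% = DMSO neutral control and 100% = excess unlabeled competitor peptide PRC23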
AddAB inh = less growth of phage-infected E. coli with AddAB; E. coli expressing H. pylori AddAB, absorbance growth; inhibition, % at 11.9 µM; 330,000 tested, 0.29% active; in the data active = inhibition above about 12%;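 note: 0% = vehicle wells of infected cells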
phage Ecoli inh = E. coli growth loss with phage present | inhibition, % at 11.9 µM | 360,000 tested, 0.26% active | growth absorbance; in the data active = inhibition above about 11%
Tat export inh = inhibitors of E. coli Tat protein transport; E. coli MC4100 TorA-mCherry Tat export, fluorescence; inhibition, % at 10 µM; 340,000 tested, 0.036% active;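 active = mean replicate inhibition at least 50% and at least half of replicates individually reaching 50%; inconclusive = only one of the two criteria met; inactive = neither criterion met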;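 note: exported cargo escapes ClpAP degradation while cytoplasmic cargo is degraded and loses fluorescence; 0% = median of neutral control wells and 100% = median of NaSCN control wells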
Wnt act = activators of Wnt/beta-catenin signaling; Wnt/beta-catenin reporter cell assay, activator, plate reader; activation, % at 9.35 µM; 300,000 tested, 1.2% active; AID 743398; in the data active = activation above about 30%, passing the limit was not always enough; inconclusive = no clear call, values can overlap the other calls;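 note: 0% = neutral control wells and 100% = positive control wells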
SR-BI uptake up = activators of SR-BI mediated HDL lipid uptake; 320,000 tested, 0.096% active; CHO ldlA[mSR-BI] cells, DiI-HDL uptake fluorescence, 3 h; 100 = double the neutral-control signal; activation, % at 12.5 µM;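 active = mean replicate activation of at least 60% and every replicate at or above 60%; inconclusive = mean or all-replicate condition met, but not both; inactive = mean below 60% and not all replicates reaching 60%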;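 note: 0% = median plate neutral-control signal and 100% = twice that signal; values of inactives mirror those of a sister screen read the other way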
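System: CHO ldlA[mSR-BI] cells / Medium: HEPES-buffered (25 mM, pH 7.4) F12 plus 0.5% BSA / Probe or stimulus: labelled HDL, 10 µg/mL / Doses: single compound concentration, delivered by pin transfer / Schedule: 3 h, 37 °C / Measured by: DiI fluorescence, bottom read / Measure: cell-associated DiI fluorescence as measure of HDL uptake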
CAL PDZ FP-2 = inhibitors of human CAL PDZ peptide binding. AID 504414. purified CAL PDZ, TMR-peptide fluorescence polarization, 1 h. 330,000 tested, 0.02% active. inhibition, % at 20 µM. Q9HD26;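 active = highest replicate inhibition of at least 40%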;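 note: plate controls were DMSO neutral control wells for no effect and unlabeled competitor peptide control wells for full effect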
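material = purified tagged CAL PDZ domain construct (CerCALP) | buffer or medium = sodium phosphate/NaCl buffer pH 7.4 with TCEP, IgG, Thesit | reagent = TMR-labelled reporter peptide T*-PRC34 bound in PDZ groove | incubation = 1 h room-temperature incubation prior to read | measured by = fluorescence polarization (mP) | evaluation = percent inhibition from loss of millipolarization | control set = unlabelled peptide and DMSO controls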
Starred values were filed as active, the others as inactive; ? = inconclusive; · = no result given; & = joins results of further samples. Compounds as they come; overall some 3.6% were active at least once.

Start of the listing, in advance (two entries):
SMILES	MITF TRPM1 HTS	SR-BI HDL uptake	E coli growth	CAL PDZ FP-1	AddAB inh	phage Ecoli inh	Tat export inh	Wnt act	SR-BI uptake up	CAL PDZ FP-2
COc1ccc(Cl)cc1NC(=S)N1CCN(C(=O)C2CCCO2)CC1 (stereo not drawn)	5	-10	0.8	-3	-2.1	0.9	-2	-1	10	-0.5
Cc1nc2ncnn2c(C)c1Cc1c(Cl)cccc1Cl	-7	12	1.0	-1	-2.2	2.3	-1	-4	-12	-3.6

This part in full, from the first entry:
SMILES	MITF TRPM1 HTS	SR-BI HDL uptake	E coli growth	CAL PDZ FP-1	AddAB inh	phage Ecoli inh	Tat export inh	Wnt act	SR-BI uptake up	CAL PDZ FP-2
COc1ccc(Cl)cc1NC(=S)N1CCN(C(=O)C2CCCO2)CC1 (stereo not drawn)	5	-10	0.8	-3	-2.1	0.9	-2	-1	10	-0.5
Cc1nc2ncnn2c(C)c1Cc1c(Cl)cccc1Cl	-7	12	1.0	-1	-2.2	2.3	-1	-4	-12	-3.6
S=C(NCc1ccco1)NCC1CCCO1 (stereo not drawn)	7	-7	0.4	·	1.5	0.8	-1	-1	7	0.0
CCOC(=O)C1=CN(CC2CCCCC2)CCC1=O	6	6	·	-6	·	0.2	-1	-2	-6	0.0
N=C(N)SCc1nc2ccccc2c(=O)n1-c1ccccc1Cl	6	-26	0.1	1	2.2	3.1	-2	9	26	0.3
CCN(Cc1ccc2c(c1)OCO2)C(=O)CSc1ncnc2sccc12	9	3	-1.9	-4	0.9	0.6	-7	-2	-3	-1.4
CN1C(C(=O)NCc2ccc(OC(F)(F)F)cc2)CC2Cn3c(nc4ccccc43)C21 (stereo not drawn)	6	2	-2.0	-3	1.2	1.4	4	1	-2	-2.1
Cc1ccc(-c2ccc(OCC(=O)N3CCOCC3)cc2)cc1	29	8	-1.3	1	0.9	-1.3	-1	·	-8	·
O=[N+]([O-])c1cc(S(=O)(=O)N2CCCC2)ccc1NCCc1ccccc1	9	-5	-2.3	-2	3.4	2.8	0	·	5	-0.8
Nn1c(SCc2ccccc2)nnc1-c1ccccn1	·	-19	1.8	-3	2.2	3.6	1	·	19	-1.9
COc1ccc(CCC(C)NCCc2ccc(Cl)cc2Cl)cc1 (stereo not drawn)	-32	24	1.2	0	3.0	0.4	3	-3	-24	-1.0
COc1ccc(/C=C/C(=O)c2cc(Br)ccc(=O)c2O)cc1	4	-17	11*	-3	12	·	1	·	17	0.7
COc1ccccc1NC(=S)N1CCc2cc(OC)c(OC)cc2C1	-1	-18	-0.5	-6	1.4	2.5	8	-13	18	-0.7
Cc1cc2c(ncn2C)c(NS(=O)(=O)c2ccccc2Cl)c1C	-1	8	-6.2	-1	-2.0	3.8	-7	-6	-8	-1.0
CCCC1=Nc2cc(C(=O)NCCN3CCCC3)ccc2Sc2ccccc21	-60	6	-2.2	-2	0.1	2.7	0	-1	-6	-4.0
CCn1cc(CNC(=O)C2CCC(=O)N(C3CCCCCC3)C2)cn1 (stereo not drawn)	-9	-12	2.4	-3	-0.2	0.9	-8	1	12	-1.7
CCOc1ccccc1NC(=O)CSc1cn[nH]n1	0	-1	2.8	-1	0.4	0.9	3	1	1	-1.2
CCCN(CCC)C(=O)C[n+]1cccc(/C=N/O)c1	-13	5	1.7	0	0.3	2.0	12	-3	-5	-0.1
COc1ccc(Cl)cc1NS(=O)(=O)c1cccc(C(=O)NCC(C)(C)N2CCOCC2)c1	0	-3	-1.1	-5	-1.2	0.4	6	-1	3	-2.0
CCn1nccc1C(=O)Nc1cc(Cl)ccc1Cl	1	5	0.0	-4	-0.9	0.7	0	·	-5	-1.0
COc1ccc(-c2cnnn2-c2ccc(N)cc2)cc1OC	4	10	-1.2	·	2.8	4.5	-10	·	-10	-0.5
CS(=O)(=O)N1CCCC(C(=O)NCc2ccco2)C1 (stereo not drawn)	-4	-3	0.1	-3	1.1	1.2	5	1	3	-3.0
CCN(c1ccc(C)c(C)c1)S(=O)(=O)c1ccc2c(c1)CCN2C(=O)CCC(=O)O	-22	-16	-1.7	-1	-1.2	2.7	6	-3	16	-1.6
COc1ccccc1C(=O)NCC(=O)Nc1ccc2c(c1)OCO2	7	-1	·	-3	·	0.5	-2	0	1	0.2
O=C(O)COc1ccc(C(NC(=O)c2c(F)cccc2F)NC(=O)c2c(F)cccc2F)cc1	20	-16	0.7	-3	0.4	1.7	-10	-1	16	-0.5
O=C(COc1ccc2ccc(=O)oc2c1)NCC(O)c1ccccc1 (stereo not drawn)	7	-15	-0.9	5	1.1	-1.9	1	-1	15	0.1
CC(C)Oc1ccc(CNC(=O)c2cc(S(=O)(=O)N3CCOCC3)cn2C)cc1	9	14	-3.1	·	1.2	1.8	3	-1	-14	0.1
COc1ccc(Br)cc1CN(C)CC(=O)Nc1cccc(S(N)(=O)=O)c1	1	12	-0.4	-4	3.4	3.4	3	-2	-12	·
O=C(Cc1c(O)c2ccccc2[nH]c1=O)NC1CCCCCCC1	·	0	1.0	-2	2.1	-0.5	-5	·	0	-1.1
O=C(COC(=O)/C=C/c1ccccc1Cl)Nc1cccnc1Cl	-6	-4	3.1	2	0.8	0.3	-6	0	4	-0.4
COc1ccc(CN2CSC(=S)N(Cc3ccccc3)C2)cc1	-15	16	0.1	-3	3.2	0.8	?	2	-16	-1.1
Cn1c(C(=O)N[C@@H](C(=O)O)c2ccccc2)cc2cc(F)ccc21	-18	21	0.2	1	-1.9	1.4	-11	2	-21	-2.9
CCCn1c(N)c(C(=O)CSc2nncs2)c(=O)[nH]c1=O	-2	-18	0.9	·	1.2	1.4	2	1	18	-0.6
CCOC(=O)C1(CCOc2ccccc2)CCN(Cc2cccc3nonc23)CC1	-13	-9	-1.4	-4	2.2	2.2	2	-2	9	-0.5
COc1ccc(OC)c(NC(=O)C2CCN(Cc3cnn(-c4ccccc4)c3-n3cccc3)CC2)c1	-10	26	0.2	-8	5.0	3.1	12	-2&-5	-26	0.7
CC1CCc2sc(C(=O)NNC(=S)NC3CC3)cc2C1 (stereo not drawn)	6	-13	-0.4	-4	4.2	2.5	-2	2	13	0.0
O=C(CN1C(=O)CC(c2ccccc2)=Nc2ccccc21)NCc1ccco1	·	-12	0.5	-1	-0.2	3.4	-1	-5	12	-1.8
COc1ccc(C(=O)CSc2nnc(Cn3cnc4ccccc43)o2)cc1	·	-23	-0.8	3	1.4	2.0	3	-8	23	·
CC/C(=N\NC(=O)c1ccc(-c2ccccc2)cc1)C12CC3CC(CC(C3)C1)C2	1	54	0.0	-3	0.5	0.8	-5	·	-54	-1.6
Nc1cc(Cl)cc2c1-c1ccc(Cl)cc1C2	20	10	·	-2	·	0.6	-3	8	-10	-1.0
COC(=O)c1ccccc1SC1CC(=O)N(c2ccccc2)C1=O (stereo not drawn)	-26	-20	-0.8	0	3.4	3.6	2	8	20	0.1
CCOC(=O)c1ccc(NS(=O)(=O)c2ccc3c(c2)oc(=O)n3C)cc1	4	-21	1.8	·	7.3	0.9	2	-1	21	-0.4
O=c1oc(Nc2cccc(F)c2)nc2ccccc12	16	-15	0.7	-5	4.4	1.8	-7	·	15	·
COCCN=c1scc(-c2cc(OC)c(OC)c(OC)c2)n1/N=C/c1c(C)[nH]c2ccccc12	-10	92*	0.8	-4	-1.0	2.2	11	-2	-92	0.2
COCCn1c(C)cc(C(=O)CSc2ncnc3sc4c(c23)CCC4)c1C	1	1	·	-5	·	0.9	2	-3	-1	-1.0
CCCC(=O)Oc1ccc(C2NC(=O)c3ccccc3O2)cc1OC (stereo not drawn)	·	-13	0.5	1	2.1	3.2	25	0	13	0.1
O=C(C1CCC1)N1CCN(c2ccnc3cc(Cl)ccc23)CC1	-8	13	1.7	-6	-0.2	2.5	4	-3	-13	-0.2
CCCCC(=O)NC(Nc1sc2c(c1C(N)=O)CCCC2)(C(=O)OCC)C(F)(F)F (stereo not drawn)	-1	-4	-0.7	1	1.9	0.5	-4	·	4	-0.7
Cc1cc(C)nc(SCc2ccc(C(=O)NNC(=O)Nc3cccc(Cl)c3)cc2)n1	-9	36	-2.3	5	-2.6	3.4	4	·	-36	-1.2
c1cnc(SCCCOc2ccc3ccccc3c2)nc1	78	-12	3.5	-3	1.4	3.0	7	0	12	-2.8
Cc1sc(NC(=O)c2ccco2)c(C(c2cccnc2)N2CCN(c3ccc(F)cc3)CC2)c1C (stereo not drawn)	-29	-9	-1.6	7	0.3	2.4	3	-1	9	1.1
COc1ccc(C(=O)NNC(=S)NC(=O)c2ccccc2)cc1	·	-34	-1.4	-4	7.4	-4.7	-20	0	34	-0.2
CSCC[C@H](N)C(=O)N1CCC(C(=O)N[C@H](C)C(=O)Nc2ccc(C(C)C)cc2)CC1	-1	21	-1.2	1	2.0	2.3	3	-1	-21	-2.0
CSc1nc(Oc2ccc3ccccc3c2)c2sccc2n1	-36	·	1.2	-3	0.5	-2.3	2	·	·	-2.5
Cn1c2ccc(CC(=O)O)cc2c2cc(CC(=O)O)ccc21	-16	-6	1.6	-3	0.6	1.8	-11	-2	18	-0.7
CC(C)CCNc1nc(N)c([N+](=O)[O-])c(NCC2CCCO2)n1 (stereo not drawn)	11	-6	-1.2	-8	3.1	0.6	-2	·	6	-1.4
COc1ccc(-n2nnnc2SCC(=O)Nc2nnn(C)n2)cc1	9	-44	-1.9	-1	-2.8	2.2	6	·	44	-1.9
COC(=O)c1c(NC2=NS(=O)(=O)c3ccccc32)sc2c1CCC(C(C)(C)C)C2 (stereo not drawn)	-3	-19	·	-1	·	0.1	1	-2	19	-2.1
CC(C)C(=O)c1cc2c(cc1NC(=O)c1ccccc1)OCCO2	-8	28	0.5	·	1.1	0.6	6	·	-28	-3.2
Nc1c2c(nc3sc4c(c13)CCCC4)CCCCCC2	12	9	1.6	-3	0.6	3.6	-11	?	-9	-2.3

Next part.
SMILES	MITF TRPM1 HTS	SR-BI HDL uptake	E coli growth	CAL PDZ FP-1	AddAB inh	phage Ecoli inh	Tat export inh	Wnt act	SR-BI uptake up	CAL PDZ FP-2
CC(=O)c1ccccc1OCCOCCOCCOc1ccccc1C(C)=O	-10	3	-1.4	-1	0.7	-0.6	-1	0	-3	-2.3
COc1ccc(-c2nnc(SCc3ccc(C(=O)O)cc3)o2)cc1OC	·	-16	3.8	3	1.2	0.2	-2	-1	16	-0.2
COc1ccc(S(=O)(=O)NCC(c2ccc3c(c2)OCO3)N2CCOCC2)cc1C (stereo not drawn)	4	-31	2.1	-5	0.3	0.7	-11	1	31	-3.3
CCN(c1ccccc1)S(=O)(=O)c1ccc(OC)c(NC(=O)c2cc(Cl)ccn2)c1	-19	17	·	-2	·	3.5	0	-3	-17	-0.7
COc1ccccc1NC(=O)CSc1nnc(CNC(=O)c2ccco2)o1	0	-13	0.4	-1	-1.7	3.4	5	-4&-3	13	0.6
